Screens as filed in PubChem.
D2 antagonist: D2 dopamine receptor (human) antagonism; P14416; HEK293 TREx D2 cells, calcium flux, dopamine EC80; inhibition, % at 10 µM; hit rate 2% among 340,000; in the data active = inhibition above about 30%; note: 0% is about no effect
Target sequence (P14416 whole entry, looked up): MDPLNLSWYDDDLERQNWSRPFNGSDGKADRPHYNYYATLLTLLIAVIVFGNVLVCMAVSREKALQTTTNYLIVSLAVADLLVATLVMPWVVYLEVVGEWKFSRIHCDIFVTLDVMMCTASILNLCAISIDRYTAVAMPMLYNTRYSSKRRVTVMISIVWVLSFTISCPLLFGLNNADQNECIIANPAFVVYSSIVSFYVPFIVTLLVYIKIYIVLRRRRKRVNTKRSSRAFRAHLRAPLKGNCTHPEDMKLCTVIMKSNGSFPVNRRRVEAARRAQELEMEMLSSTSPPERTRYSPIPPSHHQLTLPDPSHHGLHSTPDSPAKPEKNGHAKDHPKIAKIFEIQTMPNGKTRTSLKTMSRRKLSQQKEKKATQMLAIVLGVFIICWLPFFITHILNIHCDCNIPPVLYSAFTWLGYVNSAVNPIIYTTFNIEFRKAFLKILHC
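Antagonism is scored as inhibition of an EC80 dopamine-evoked calcium signal in a force-coupled, tetracycline-inducible HEK293 T-REx D2 line, with compound present 180 s before agonist.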
D1 PAM: potentiators of human D1 dopamine receptor | P21728 | HEK293 TREx D1 cells, calcium flux, dopamine EC20 potentiation | potentiation, % at 10 µM | hit rate 0.036% among 360,000 | AID 504651; in the data active = potentiation above about 30%; note: 0% is about no effect
D1 agonist: human D1 receptor agonism. HEK293 T-REx D1 cells, calcium flux, agonist mode. activation, % at 2 µM. hit rate 1% among 360,000. P21728; note: 0% is about no effect
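Agonism was scored from calcium flux recorded over 180 s (1 read/s) after pintool compound addition, following a 10-cycle baseline. Cells were inducible force-coupled HEK293 TREx D1, plated overnight at 30 C and loaded with no-wash calcium dye.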
D1 antag: human D1 dopamine receptor antagonism. P21728. HEK293 TREx D1 cells, calcium flux, dopamine EC80; stronger effect = lower value. activity change, negative = inhibition, % at 10 µM. hit rate 3.2% among 360,000. AID 504652; in the data active = activity change below about -30%; note: % is set by controls: 0 for no effect and ±100 for the full control effect
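Calcium flux readout: force-coupled, inducible Hek293 Trex D1 line, cells induced overnight at 30 C with tetracycline, dye-loaded 30–90 min at RT. Antagonism scored against EC80 dopamine challenge given 180 s after compound.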
RXFP1 antag: blocks the human relaxin receptor RXFP1; hit rate 0.59% among 350,000; activity change, negative = inhibition, % at 57.5 µM; AID 1259400; HEK293-RXFP1, relaxin-stimulated cAMP HTRF, 30 min; stronger effect = lower value;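 active = activity change of -60% or lower, but not beyond a set lower limit; inconclusive = change between -60% and -40%, or beyond the set limit; inactive = change above -40%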; note: % is set by controls: 0 for no effect and ±100 for the full control effect
TRHR enhancer: allosterically enhances the human TRH receptor; P34981; hit rate 0.66% among 360,000; AID 493056; enhancement, % at 2 µM; TRHR cells, fluo-8 calcium fluorescence, EC20 TRH enhancement; in the data active = enhancement above about 30%; note: 0% is about no effect
Target sequence (P34981 whole entry, looked up): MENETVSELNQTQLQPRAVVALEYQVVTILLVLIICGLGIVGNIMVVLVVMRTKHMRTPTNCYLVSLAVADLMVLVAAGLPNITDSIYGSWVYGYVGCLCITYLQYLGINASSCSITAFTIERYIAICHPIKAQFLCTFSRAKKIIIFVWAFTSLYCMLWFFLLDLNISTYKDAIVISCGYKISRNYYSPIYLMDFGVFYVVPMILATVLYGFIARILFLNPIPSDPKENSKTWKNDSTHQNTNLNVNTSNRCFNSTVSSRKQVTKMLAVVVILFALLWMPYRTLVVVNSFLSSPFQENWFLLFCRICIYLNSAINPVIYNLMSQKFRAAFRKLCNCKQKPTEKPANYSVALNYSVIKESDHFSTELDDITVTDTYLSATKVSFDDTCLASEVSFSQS
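Enhancer read-out: after compound pinning and an initial kinetic agonist-mode read, an EC20 of TRH (10 nM final) was injected and fluo-8 calcium signal (Ex 480/Em 530) followed at 1 s/cycle for 100 cycles in TRHR-expressing cells.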
D2 potentiator: positively modulates the human D2 dopamine receptor allosterically; P14416; HEK293 T-REx D2, calcium flux, EC20 dopamine potentiation; potentiation, % at 10 µM; hit rate 0.34% among 340,000;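 active = potentiation over 3 SD above the plate norm, cut at about 30% in these data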; note: 0% is about no effect
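Primary screen. Calcium kinetics in induced HEK293 T-REx D2 cells: compound pre-addition 180 s, EC20 dopamine, 180 s more.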
TRHR agonist: activates the human TRH receptor; TRHR cells, calcium flux fluo-8, FDSS agonist mode; activation, % at 2 µM; hit rate 0.18% among 360,000; note: 0% is about no effect
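Agonist-mode FDSS calcium read (Ex 480/Em 530, 1 s cycles) in 1536-well TRHR cells with fluo-8 dye, after 10-cycle baseline and 23 nL compound addition; TRH at EC20 (10 nM final) added afterwards for the enhancer phase.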
D2 ag: activates the human D2 dopamine receptor | P14416 | HEK293 T-REx D2 cells, calcium flux agonist mode | activation, % at 2 µM | hit rate 0.53% among 340,000 | AID 485358;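 active = activation over 3 SD above normal in the single-dose calcium agonist read, cut at about 30% in these data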; note: 0% is about no effect
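In this primary screen, compounds producing a positive calcium signal within 180 s of addition to tetracycline-induced, force-coupled HEK293 Trex D2 cells are flagged; cells are dye-loaded with a no-wash calcium kit beforehand.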
The depositor's hits bear a star; ? = inconclusive; / = no result given. Cut-off read from the data, not from the text of the source, unless noted: active = activation above about 30%; inactive = the rest.

SMILES | D2 antagonist | D1 PAM | D1 agonist | D1 antag | RXFP1 antag | TRHR enhancer | D2 potentiator | TRHR agonist | D2 ag
Cc1ccc(C)c(-c2nnc(NC(=O)c3ccco3)o2)c1 | 41* | -1 | 1 | 18 | -19 | -1 | -6 | -0.3 | 1.0
CC1CCN(c2c([N+](=O)[O-])c(=O)n(-c3ccccc3)c3ccccc23)CC1 | 26 | 5 | 2 | 0 | -2 | -5 | -2 | 0.3 | 0.6
CC1(O)c2ccccc2C(=O)N1Cc1ccccc1 (configuration not stated) | -5 | -3 | 3 | -5 | 19 | 16 | 4 | -2.0 | -0.4
C/C(=N/NC(=O)c1cc(C)[nH]n1)c1ccco1 | 0 | 0 | 0 | 11 | 4 | -1 | -6 | -0.1 | 0.8
Cc1ccc(S(=O)(=O)c2c(O)c3ccc(C(=O)O)cc3[nH]c2=O)cc1 | 12 | 1 | 3 | 0 | -2 | 3 | -2 | 0.5 | 1.0
O=C(CN1C(=O)C2CCCCN2C(=O)c2ccccc21)N1CCCc2ccccc21 (configuration not stated) | -16 | 3 | 1 | -11 | -2 | -7 | 4 | -0.2 | -0.9
CCOc1ccc(S(=O)(=O)Nc2ccc(C(=O)NCC(c3ccccc3)N(C)C)cc2)cc1 (configuration not stated) | -14 | -2 | 4 | -5 | 13 | -3 | -28 | 0.7 | 3.2
Cc1ccc(N(CC(O)Cn2c3ccccc3c3ccccc32)S(=O)(=O)c2ccc(F)cc2)cc1 (configuration not stated) | / | 0 | 10 | 7 | -15 | 5 | 11 | -1.0 | 3.0
CCOc1ccccc1NC(=S)NCCCn1ccnc1 | 0 | -4 | 2 | -8 | -1 | 2 | 5 | 0.4 | 0.6
CCOC(=O)c1ccc(N2C(=O)CC(N3CCC(O)(c4ccc(Cl)cc4)CC3)C2=O)cc1 (configuration not stated) | -4 | -4 | 13 | 0 | -5 | 3 | 8 | 0.1 | -1.9
COC(=O)c1c(-c2ccc(OC)cc2)sc2ccccc12 | -7 | 1 | 3 | / | / | 0 | -9 | -0.3 | -1.4
O=C(COC(=O)CSc1nnc(-c2ccc(Cl)cc2)o1)Nc1cc(Cl)ccc1Cl | 5 | -3 | 1 | -9 | -1 | -1 | -5 | -0.9 | 0.0
CCOC(=O)N/N=C(/c1ccccc1)C1CCCCC1 | / | 2 | 0 | 15 | -28 | -2 | / | 0.0 | /
O=C(CSc1nnc(COc2cccc3cccnc23)o1)N1CCc2ccccc21 | 0 | 1 | 2 | 1 | -8 | -3 | 6 | -0.9 | -0.2
Cc1cc(C)n2nc(NCc3cccc(Br)c3)nc2n1 | 18 | -8 | 0 | 16 | 4 | 2 | -3 | -0.8 | 0.5
O=C(NCc1cccc(Cl)c1)c1cc(COc2ccc3ncccc3c2)on1 | 2 | -2 | 16 | 0 | -7 | -11 | -8 | 0.9 | 0.4
O=C(OCc1nnc(-c2ccccc2)o1)c1cccc(-n2cnnn2)c1 | -5 | -11 | 3 | 0 | -6 | 1 | -6 | 0.2 | -0.7
O=C(NCCCn1ccnc1)c1ccc(C(F)(F)F)cc1 | -21 | -9 | 2 | 1 | 10 | 20 | -11 | 0.5 | 0.9
Cc1cnc(C(=O)OCC(=O)NC2CCCC(C)C2C)cn1 (configuration not stated) | 12 | -2 | 2 | 12 | -35 | 5 | 5 | 0.3 | 0.5
Cc1ccc(NC(=O)NCc2ccc3c(c2)CCN3C(=O)c2ccccc2)c(Cl)c1 | / | -1 | 3 | -5 | / | 8 | 2 | -0.3 | 1.1
O=C(/C=C/c1ccco1)N1CCN(C/C=C/c2ccccc2)CC1 | 2 | 4 | 5 | 2 | 0 | -1 | -20 | 0.3 | 0.9
CCOc1cc(C2/C(=C(/O)c3ccc(OC)cc3)C(=O)C(=O)N2CC2CCCO2)ccc1O (configuration not stated) | -2 | 4 | 0 | -6 | 5 | -2 | -3 | 0.3 | 0.6
CCOC(=O)NC(=O)C(/C=N/c1sccc1C(=O)OC)=C(\C)O | -6 | 2 | 3 | 5 | 2 | 8 | 4 | 0.9 | 1.3
Cc1c(C)n(C)c2ccc(C(=O)NCc3cccs3)cc12 | -2 | -1 | 1 | 5 | / | 2 | -3 | -0.8 | -2.1
CC1CCCCN1c1ncnc(N)c1[N+](=O)[O-] (configuration not stated) | -14 | 1 | 3 | 1 | -1 | -2 | 5 | 0.2 | 5.3
CC1=C(CC(=O)O)c2cc(F)ccc2C1=Cc1ccc(S(C)(=O)=O)cc1 | 7 | -3 | -1 | 8 | / | -1 | 4 | -0.2 | -1.8
Cc1sc(NC(=O)CN(Cc2ccc(F)cc2)C(=O)C(C)(C)C)c(C(N)=O)c1C | -4 | -4 | 1 | -10 | -4 | -3 | 5 | 0.0 | 0.4
CCOc1ccc(NC(=O)CN(C)C(=O)C2CC(=O)N(Cc3ccco3)C2)cc1OCC (configuration not stated) | -15 | 0 | 2 | -6 | 0 | -1 | 2 | 0.2 | 0.7
Cc1ccnc(Nc2nc(-c3ccc(O)cc3)cs2)c1 | -23 | 6 | 2 | -4 | -5 | 5 | 2 | -0.7 | 0.3
O=C(/C=C\Nc1ccc2c(c1)OCO2)c1ccc(Cl)s1 | / | -3 | 5 | 7 | -7 | -4 | -8 | 1.2 | /
Nc1ccc2nc(-c3ccc(-c4nc5ccc(N)cc5[nH]4)cc3)[nH]c2c1 | 21 | -6 | 1 | -1 | 3 | 11 | 13 | 0.0 | 1.0
Cc1cc2c(s1)c1cnn(Cc3ccc(SC(F)(F)F)cc3)c(=O)c1n2C | / | 7 | 4 | 7 | / | -4 | / | -0.1 | /
Cc1c(-c2cc(C(=O)O)c3ccccc3n2)cnn1C | -11 | -4 | 5 | -4 | 2 | -1 | -6 | 1.2 | 8.7
O=C1c2ccccc2C(Nc2ccc(-c3nc4ccccc4[nH]3)cc2)N1Cc1ccco1 (configuration not stated) | -4 | -5 | -3 | -21 | -1 | -8 | -10 | -0.2 | -0.5
Cc1ccc(NCc2ccccc2O)cc1C | -18 | -4 | 3 | 5 | 13 | 3 | -5 | 1.1 | 0.2
COc1ccc(CC(=O)Nc2cccc(S(=O)(=O)N3CCCCC3)c2)cc1 | 4 | 1 | 6 | -7 | 1 | -12 | 12 | -0.7 | 0.2
C/C(=N\N=C1\NC(=O)CC(C(=O)O)S1)c1ccc(F)cc1 (configuration not stated) | 10 | -4 | 3 | 2 | 4 | 2 | 5 | 0.0 | 0.2
Cc1cccc2c(N=O)c(O)[nH]c12 | -10 | -3 | 5 | -6 | 3 | -1 | 13 | 0.3 | -0.6
Cc1ccc(C)c(CN2C(=O)c3ccccc3S(=O)(=O)c3ccc(C(=O)N4CCCCC4)cc32)c1 | / | 2 | 2 | -13 | -10 | -3 | 8 | 0.1 | 0.1
CCN(C(=O)c1cnc(N2CCN(c3ncccn3)CC2)c2ccccc12)c1cccc(Cl)c1 | 46* | 2 | 3 | 7 | -12 | -12 | 25 | -0.1 | 1.0

A different layout for 2 compounds above.
Values run as follows: D2 antagonist	D1 PAM	D1 agonist	D1 antag	RXFP1 antag	TRHR enhancer	D2 potentiator	TRHR agonist	D2 ag
Cc1cc2c(s1)c1cnn(Cc3ccc(SC(F)(F)F)cc3)c(=O)c1n2C
  /	7	4	7	/	-4	/	-0.1	/
CC1(O)c2ccccc2C(=O)N1Cc1ccccc1 (configuration not stated)
  -5	-3	3	-5	19	16	4	-2.0	-0.4

Additional records follow:
SMILES | D2 antagonist | D1 PAM | D1 agonist | D1 antag | RXFP1 antag | TRHR enhancer | D2 potentiator | TRHR agonist | D2 ag
Cc1c(C(=O)Nc2ccccc2Cl)oc2ccc(S(=O)(=O)N3CCCCCC3)cc12 | / | 2 | 0 | 11 | -6 | 3 | -11 | 0.0 | -0.1
O=C(CC1C(=O)NCCN1Cc1c(F)cccc1Cl)NCCc1ccccn1 (configuration not stated) | 14 | 2 | 3 | 3 | 8 | -6 | 4 | 0.1 | -1.7
COc1ccccc1N1CCN(C(=O)c2ccc3c(=O)n(Cc4ccc5c(c4)OCO5)c(=O)[nH]c3c2)CC1 | -7 | -7 | 4 | -3 | -11 | 5 | 12 | 0.2 | 1.1
Cc1ccc(S(=O)(=O)c2cc(Nc3ccccc3)ccc2O)cc1 | -9 | 5 | 0 | -2 | / | 0 | 8 | -0.8 | -0.8
CC(=O)NC1C(=O)N=C(SCC(=O)NC(C)c2ccccc2)NC1=O (configuration not stated) | -18 | -4 | 2 | 2 | -13 | 1 | 11 | -2.0 | -0.4
COc1ccc2[nH]c(C)c(-c3csc(N)n3)c2c1 | -6 | -3 | 3 | 4 | 4 | 1 | -6 | 0.2 | 0.7
CC(C)CC1C2C(=O)N(c3ccccc3)C(=O)C2ON1c1ccccc1 (configuration not stated) | -8 | -1 | 4 | 4 | -5 | 4 | 0 | 0.6 | 0.4
Cn1c(-c2sc3cc(C(F)(F)F)cnc3c2-c2cccs2)n[nH]c1=S | -14 | 6 | 0 | -11 | ? | -1 | -6 | -0.1 | 0.9
CCN(CC(=O)Nc1ccc(NC(C)=O)cc1)C(=O)c1cccc2ccccc12 | -29 | / | 5 | 7 | -3 | 2 | 9 | -0.2 | 0.7
COc1ccc(-c2cc3nc(C)cc(N4CC(C)CC(C)C4)n3n2)cc1 (configuration not stated) | -16 | 0 | 0 | -24 | -11 | 8 | 40* | 0.8 | 0.4
C/C=C/C1=CC(=O)C[C@H](c2ccc(Cl)cc2)C1 | -15 | 3 | 2 | -25 | / | 1 | 12 | -0.5 | 0.2
CC(C)c1ccccc1NC(=O)COC(=O)COc1ccccc1[N+](=O)[O-] | 9 | -2 | 3 | 18 | -1 | -1 | -13 | -0.2 | -1.1
CCOC(=O)C1(Cc2ccccc2Cl)CCN(Cc2csc(C(C)=O)c2)CC1 | -11 | -2 | 3 | 2 | -11 | -4 | -14 | -0.9 | -0.8
C=CCSc1nnc2n(CCc3ccccc3)c(=O)c3c4c(sc3n12)COC(C)(C)C4 | -8 | -1 | 3 | -1 | -4 | -1 | -5 | -0.6 | 0.1
O=c1oc2cc(O)ccc2c2c1CCCC2 | 1 | -7 | 3 | -7 | 7 | -10 | -6 | -0.1 | 0.3
NC(=O)c1cccn1-c1ncc(C(F)(F)F)cc1Cl | -11 | -3 | 3 | -15 | ? | 0 | 9 | 0.1 | 0.3

Profiles, looked up by structure:
`COc1ccc2[nH]c(C)c(-c3csc(N)n3)c2c1` is listed with D2 antagonist = -6; D1 PAM = -3; D1 agonist = 3; D1 antag = 4; RXFP1 antag = 4; TRHR enhancer = 1; D2 potentiator = -6; TRHR agonist = 0.2; D2 ag = 0.7
`CCOC(=O)C1(Cc2ccccc2Cl)CCN(Cc2csc(C(C)=O)c2)CC1` is listed with D2 antagonist = -11; D1 PAM = -2; D1 agonist = 3; D1 antag = 2; RXFP1 antag = -11; TRHR enhancer = -4; D2 potentiator = -14; TRHR agonist = -0.9; D2 ag = -0.8
`Cn1c(-c2sc3cc(C(F)(F)F)cnc3c2-c2cccs2)n[nH]c1=S` is listed with D2 antagonist = -14; D1 PAM = 6; D1 agonist = 0; D1 antag = -11; RXFP1 antag = ?; TRHR enhancer = -1; D2 potentiator = -6; TRHR agonist = -0.1; D2 ag = 0.9
